LRH-1 inv ag: inverse agonists of human LRH-1 (NR5A2); O00482; HEK293T StAR-luciferase reporter, LRH-1 transfected, 24 h; inhibition, % at 3.6 µM; 0.13% of 360,000 active;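 active = inhibition above the mean inhibition of all tested compounds plus 3 SD, cut at about 73% in these data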;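 note: 0% = DMSO wells and 100% = reporter-only cells lacking LRH-1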
Target sequence (O00482 whole entry, looked up): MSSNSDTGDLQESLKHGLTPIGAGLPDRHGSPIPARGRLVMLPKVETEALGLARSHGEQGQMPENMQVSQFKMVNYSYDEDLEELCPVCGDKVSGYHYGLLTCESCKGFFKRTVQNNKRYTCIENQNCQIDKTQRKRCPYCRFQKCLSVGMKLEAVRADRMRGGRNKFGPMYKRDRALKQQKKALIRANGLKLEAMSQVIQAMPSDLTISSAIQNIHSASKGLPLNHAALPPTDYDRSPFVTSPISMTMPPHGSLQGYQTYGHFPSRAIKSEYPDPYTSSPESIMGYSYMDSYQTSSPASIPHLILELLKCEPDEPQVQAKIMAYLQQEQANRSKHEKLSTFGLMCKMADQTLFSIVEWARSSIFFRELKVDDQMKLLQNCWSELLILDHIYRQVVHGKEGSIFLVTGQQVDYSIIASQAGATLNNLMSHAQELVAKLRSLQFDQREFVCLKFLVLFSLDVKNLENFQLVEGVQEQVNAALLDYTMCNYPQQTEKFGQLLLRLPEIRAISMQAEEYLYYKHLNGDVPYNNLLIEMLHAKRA
MC4R antag cAMP: antagonists of human melanocortin 4 receptor (MC4R); P32245; MC4R-expressing cells, MTII-stimulated cAMP, LANCE TR-FRET; inhibition, % at 6.5 µM; 0.48% of 360,000 active; AID 540295;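 active = inhibition above its plate's cutoff, the mean of tested wells on that plate plus 3 SD, cut at about 29% in these data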;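 note: 0% = Melanotan II alone and 100% = Melanotan II plus saturating MCL0020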
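System: U2OS cells stably expressing human melanocortin 4 receptor (MC4R). Reagent: Melanotan II challenge after compound preincubation. Doses: 6.5 µM. Times: 30-min compound, 1-h challenge, 1-h detection, room temperature. Measured by: TR-FRET with Eu-cAMP and labeled anti-cAMP, 671 nm. Replicates: singlicate.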
LMP1 NFkB inh: reduces LMP1-driven NF-kappaB luciferase signal; LMP1-induced NF-kappaB luciferase reporter cells, luminescence; inhibition, % at 12.5 µM; AID 504558; 0.69% of 350,000 active; in the data active = inhibition above about 41%;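 note: 0% = neutral control wells and 100% = reference inhibitor control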
COUP-TFII inh: NR2F2 (human) inhibition, primary screen; P24468; HEK293T NGFI-A luciferase reporter, luminescence; inhibition, % at 8.6 µM; 0.7% of 370,000 active; AID 686940;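 active = inhibition above a per-plate cutoff, mean inhibition of test wells between control levels plus 3 SD, cut at about 38% in these data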;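 note: cells cotransfected with COUP-TFII expression vector driving the NGFI-A reporter; 0% = median of COUP-TF2 test wells and 100% = reporter-only cells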
Target sequence (P24468 whole entry, looked up): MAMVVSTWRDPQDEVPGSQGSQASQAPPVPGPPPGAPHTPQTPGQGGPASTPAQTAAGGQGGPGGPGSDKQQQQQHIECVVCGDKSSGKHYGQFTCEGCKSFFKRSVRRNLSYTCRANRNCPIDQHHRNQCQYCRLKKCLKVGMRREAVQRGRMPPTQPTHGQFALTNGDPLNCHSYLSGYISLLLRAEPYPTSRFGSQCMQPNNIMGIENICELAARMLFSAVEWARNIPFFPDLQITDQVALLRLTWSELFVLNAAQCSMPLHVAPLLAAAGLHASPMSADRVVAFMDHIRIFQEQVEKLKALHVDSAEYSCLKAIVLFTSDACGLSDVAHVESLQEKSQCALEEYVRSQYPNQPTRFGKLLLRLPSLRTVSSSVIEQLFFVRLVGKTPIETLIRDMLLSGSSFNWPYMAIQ
NCOA2 inhibitor: human SRC2 (NCOA2) inhibition | Q15596 | AID 651957 | HEK293 GAL4-SRC2 luciferase reporter, luminescence | inhibition, % at 9 µM | 0.17% of 370,000 active;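 active = inhibition above the mean inhibition of all tested compounds plus 3 SD, set per campaign, cut at about 52% in these data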;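 note: 0% = DMSO treated cells and 100% = cells given Gossypol at 36 µM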
TLR9-MyD88 block: inhibitors of human TLR9-MyD88 binding; Q9NR96+Q99836; CHO BLA complementation TLR9-MyD88, CCF4 FRET ratio; inhibition, % at 4.98 µM; 0.21% of 340,000 active; AID 504734;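 active = inhibition above the mean over all tested compounds plus 3 SD, cut at about 21% in these data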;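 note: 0% = DMSO only wells and 100% = clavulanate BLA inhibitor control wells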
NCOA3 inh: inhibits human SRC3 coactivator; HEK293 GAL4-SRC3 luciferase reporter, luminescence; inhibition, % at 3.6 µM; 0.17% of 360,000 active; AID 588352;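 active = inhibition above a per-campaign cutoff, the mean of all compounds plus 3 SD, cut at about 60% in these data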;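 note: 0% = DMSO-treated cells and 100% = gossypol-treated cells at 36 µM; higher means less SRC3-driven luciferase light from the GAL4 reporter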
ABHD5-PLIN5 inh: ABHD5-PLIN5 protein interaction inhibition; Q00G26+Q8WTS1; Split G. princeps luciferase complementation, luminescence, 4 h; inhibition, % at 4 µM; 0.78% of 360,000 active; AID 602281;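 active = inhibition above the mean inhibition across every tested compound plus 3 SD, cut at about 22% in these data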;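 note: 0% = DMSO only wells and the 100% control is not disclosed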
MC4R barr agon: activates human MC4R beta-arrestin recruitment | AID 540308 | activation, % at 8.9 µM | U2OS MC4R beta-arrestin complementation, luminescence; percent of melanotan II response, DMSO zero | P32245 | 0.98% of 360,000 active;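 active = activation above a per-plate cutoff, the mean activation of sample wells on that plate plus 3 SD, cut at about 8% in these data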
NOD2 RIPK2 PPI: NOD2-RIPK2 protein interaction inhibition; 0.38% of 360,000 active; O43353; inhibition, % at 4.98 µM; AID 624267; CHO BLA complementation NOD2-RIPK2, CCF4 ratio; in the data active = inhibition above about 21%;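 note: 0% = vehicle only and 100% = reference blocker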
SRC1 inh: inhibits human SRC1 coactivator. AID 588354. inhibition, % at 3.6 µM. Q15788. 0.12% of 360,000 active. HEK293 GAL4-SRC1 luciferase reporter, luminescence;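 active = inhibition above the campaign mean plus 3 SD, with each screening campaign given its own cutoff, cut at about 60% in these data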;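 note: 0% = DMSO treated cells and 100% = gossypol at 36 µM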
Starred values were filed as active, the others as inactive.

What do the screens show for `COc1ccc(C2CC(c3cccs3)n3nc(N)nc3N2)cc1` (stereo not given)?
LRH-1 inv ag: -18; MC4R antag cAMP: 5; LMP1 NFkB inh: 0; COUP-TFII inh: 20; NCOA2 inhibitor: -1; TLR9-MyD88 block: 1; NCOA3 inh: -19; ABHD5-PLIN5 inh: 3; MC4R barr agon: 1.9; NOD2 RIPK2 PPI: -7; SRC1 inh: -21

How did COc1ccc(/C=C2\SC(=O)N(CCCC(=O)Nc3cc(Cl)ccc3C(=O)O)C2=O)cc1 do in these assays?
LRH-1 inv ag: 82*; MC4R antag cAMP: 0; LMP1 NFkB inh: 74*; COUP-TFII inh: 101*; NCOA2 inhibitor: 92*; TLR9-MyD88 block: -1; NCOA3 inh: 83*; ABHD5-PLIN5 inh: 4; MC4R barr agon: -1.6; NOD2 RIPK2 PPI: -2; SRC1 inh: 78*

Results for C=CCN(c1nc(C)cc(OC)n1)S(=O)(=O)c1ccc(C)cc1 ?
LRH-1 inv ag: -18; MC4R antag cAMP: 5; LMP1 NFkB inh: 1; COUP-TFII inh: 8; NCOA2 inhibitor: 7; TLR9-MyD88 block: -14; NCOA3 inh: 8; ABHD5-PLIN5 inh: 1; MC4R barr agon: -2.8; NOD2 RIPK2 PPI: 6; SRC1 inh: -14

How did COc1cccc(OC)c1C1=NC(C)(C)CO1 do in these assays?
LRH-1 inv ag: 7; MC4R antag cAMP: 2; LMP1 NFkB inh: 4; COUP-TFII inh: -9; NCOA2 inhibitor: -23; TLR9-MyD88 block: -2; NCOA3 inh: 22; ABHD5-PLIN5 inh: -3; MC4R barr agon: 0.2; NOD2 RIPK2 PPI: -5; SRC1 inh: -18

What do the screens show for `CC(C)(C)Nc1nc(SCC(=O)Nc2ccccc2Cl)nc(N2CCOCC2)n1`?
LRH-1 inv ag: -13; MC4R antag cAMP: 4; LMP1 NFkB inh: -6; COUP-TFII inh: -2; NCOA2 inhibitor: -5; TLR9-MyD88 block: 2; NCOA3 inh: 18; ABHD5-PLIN5 inh: -5; MC4R barr agon: 1.4; NOD2 RIPK2 PPI: 4; SRC1 inh: -21

How did COc1ccc(N(CC(=O)NCc2ccccc2)S(=O)(=O)c2c(C)noc2C)cc1 do in these assays?
LRH-1 inv ag: -2; MC4R antag cAMP: 7; LMP1 NFkB inh: -12; COUP-TFII inh: 0; NCOA2 inhibitor: 19; TLR9-MyD88 block: -1; NCOA3 inh: 7; ABHD5-PLIN5 inh: 2; MC4R barr agon: 0.3; NOD2 RIPK2 PPI: -2; SRC1 inh: 13

Results for COc1ccc(C(N)=O)cc1NC(=O)c1cccc(F)c1 ?
LRH-1 inv ag: 3; MC4R antag cAMP: 1; LMP1 NFkB inh: 4; COUP-TFII inh: 11; NCOA2 inhibitor: -14; TLR9-MyD88 block: -10; NCOA3 inh: 15; ABHD5-PLIN5 inh: 6; MC4R barr agon: 0.0; NOD2 RIPK2 PPI: -6; SRC1 inh: -12

What do the screens show for `Cn1c(=O)c2c(SC3CCCC3)nc(C3CC3)nc2n(C)c1=O`?
LRH-1 inv ag: -4; MC4R antag cAMP: 4; LMP1 NFkB inh: 2; COUP-TFII inh: -2; NCOA2 inhibitor: -20; TLR9-MyD88 block: 3; NCOA3 inh: 4; ABHD5-PLIN5 inh: 4; MC4R barr agon: -0.8; NOD2 RIPK2 PPI: -11; SRC1 inh: 4

How did O=c1c(Cl)c(N2CCNCC2)cnn1C12CC3CC(CC(C3)C1)C2 do in these assays?
LRH-1 inv ag: 3; MC4R antag cAMP: 3; LMP1 NFkB inh: -8; COUP-TFII inh: -5; NCOA2 inhibitor: -8; TLR9-MyD88 block: -8; NCOA3 inh: 9; ABHD5-PLIN5 inh: 9; MC4R barr agon: -2.6; NOD2 RIPK2 PPI: -9; SRC1 inh: 6

How did COc1cc(NC(=O)CCc2c(C)noc2C)c(C(=O)O)cc1OC do in these assays?
LRH-1 inv ag: -13; MC4R antag cAMP: 4; LMP1 NFkB inh: -14; COUP-TFII inh: -3; NCOA2 inhibitor: -20; TLR9-MyD88 block: 1; NCOA3 inh: 12; ABHD5-PLIN5 inh: -1; MC4R barr agon: 1.2; NOD2 RIPK2 PPI: 1; SRC1 inh: -8

Results for COc1ccc(-c2nc(CS(=O)CC(=O)NCC3CCCO3)c(C)o2)cc1 (stereo not given) ?
LRH-1 inv ag: -14; MC4R antag cAMP: 5; LMP1 NFkB inh: -2; COUP-TFII inh: -6; NCOA2 inhibitor: -15; TLR9-MyD88 block: -19; NCOA3 inh: -1; ABHD5-PLIN5 inh: -3; MC4R barr agon: 0.2; NOD2 RIPK2 PPI: -11; SRC1 inh: -2

How did COc1cccc(C(=O)NCCNC(=O)c2cnccn2)c1 do in these assays?
LRH-1 inv ag: -11; MC4R antag cAMP: 4; LMP1 NFkB inh: -7; COUP-TFII inh: 1; NCOA2 inhibitor: -7; TLR9-MyD88 block: -2; NCOA3 inh: -23; ABHD5-PLIN5 inh: 2; MC4R barr agon: 0.5; NOD2 RIPK2 PPI: -11; SRC1 inh: 12

Results for CCN(CC(=O)Nc1ccc(C)c(S(=O)(=O)N(C)C)c1)Cc1ccccc1 ?
LRH-1 inv ag: -6; MC4R antag cAMP: 0; LMP1 NFkB inh: 3; COUP-TFII inh: -1; NCOA2 inhibitor: -30; TLR9-MyD88 block: -14; NCOA3 inh: -6; ABHD5-PLIN5 inh: 8; MC4R barr agon: -0.8; NOD2 RIPK2 PPI: -8; SRC1 inh: -24

How did O=C(COC(=O)c1cccc(O)c1)Nc1ccc(N2CCOCC2)cc1 do in these assays?
LRH-1 inv ag: 61; MC4R antag cAMP: 8; LMP1 NFkB inh: -3; COUP-TFII inh: 1; NCOA2 inhibitor: -4; TLR9-MyD88 block: 10; NCOA3 inh: 15; ABHD5-PLIN5 inh: 1; MC4R barr agon: -0.8; NOD2 RIPK2 PPI: -2; SRC1 inh: 4

What do the screens show for `CC(=O)c1cccc(OCCCOc2cccc3cccnc23)c1`?
LRH-1 inv ag: -8; MC4R antag cAMP: 1; LMP1 NFkB inh: 4; COUP-TFII inh: 16; NCOA2 inhibitor: -28; TLR9-MyD88 block: -2; NCOA3 inh: -12; ABHD5-PLIN5 inh: 8; MC4R barr agon: -0.8; NOD2 RIPK2 PPI: 3; SRC1 inh: -12

Results for c1ccc(C(c2nnnn2Cc2ccco2)N2CCN(c3nc4ccccc4s3)CC2)cc1 (stereo not given) ?
LRH-1 inv ag: 13; MC4R antag cAMP: 15; LMP1 NFkB inh: 3; COUP-TFII inh: 8; NCOA2 inhibitor: -16; TLR9-MyD88 block: -2; NCOA3 inh: 8; ABHD5-PLIN5 inh: 9; MC4R barr agon: -1.0; NOD2 RIPK2 PPI: -7; SRC1 inh: 6

Results for Cc1c(C(=O)N2CCN(c3ccccc3F)CC2)oc2c1C(=O)CC(C)(C)C2 ?
LRH-1 inv ag: 13; MC4R antag cAMP: -2; LMP1 NFkB inh: 4; COUP-TFII inh: 26; NCOA2 inhibitor: 14; TLR9-MyD88 block: 3; NCOA3 inh: 13; ABHD5-PLIN5 inh: 1; MC4R barr agon: -0.1; NOD2 RIPK2 PPI: 6; SRC1 inh: -11

How did COc1ccc2[nH]c(=O)c(C(c3nnnn3C3CCCCC3)N3CCN(C)CC3)cc2c1 (stereo not given) do in these assays?
LRH-1 inv ag: 4; MC4R antag cAMP: 4; LMP1 NFkB inh: -3; COUP-TFII inh: -2; NCOA2 inhibitor: -11; TLR9-MyD88 block: -9; NCOA3 inh: -7; ABHD5-PLIN5 inh: 2; MC4R barr agon: 1.2; NOD2 RIPK2 PPI: 1; SRC1 inh: -2

What do the screens show for `CC1(C)Cc2c(ccc3ccccc23)C(NNC(=O)c2cccnc2)=N1`?
LRH-1 inv ag: -5; MC4R antag cAMP: 4; LMP1 NFkB inh: 0; COUP-TFII inh: -15; NCOA2 inhibitor: -1; TLR9-MyD88 block: -2; NCOA3 inh: 22; ABHD5-PLIN5 inh: 8; MC4R barr agon: -0.8; NOD2 RIPK2 PPI: -15; SRC1 inh: 4

What do the screens show for `Cc1cc(C)cc(OCC(=O)N(C)CC(=O)Nc2ccc(Cl)c(C(F)(F)F)c2)c1`?
LRH-1 inv ag: -1; MC4R antag cAMP: -2; LMP1 NFkB inh: -10; COUP-TFII inh: 4; NCOA2 inhibitor: 19; TLR9-MyD88 block: -6; NCOA3 inh: 1; ABHD5-PLIN5 inh: -19; MC4R barr agon: -0.4; NOD2 RIPK2 PPI: -1; SRC1 inh: 3

What do the screens show for `Cc1cccc(N=C2NC(=O)S/C2=C\c2ccco2)c1`?
LRH-1 inv ag: 10; MC4R antag cAMP: -8; LMP1 NFkB inh: 3; COUP-TFII inh: -7; NCOA2 inhibitor: -14; TLR9-MyD88 block: 2; NCOA3 inh: 6; ABHD5-PLIN5 inh: 13; MC4R barr agon: -1.4; NOD2 RIPK2 PPI: 7; SRC1 inh: 4

How did CC(C)[C@@H](CO)NC(=O)c1ccc2c3n(nc2c1)-c1ccccc1CO3 do in these assays?
LRH-1 inv ag: -140; MC4R antag cAMP: 7; LMP1 NFkB inh: 6; COUP-TFII inh: -32; NCOA2 inhibitor: -40; TLR9-MyD88 block: -2; NCOA3 inh: -93; ABHD5-PLIN5 inh: 2; MC4R barr agon: -1.0; NOD2 RIPK2 PPI: 4; SRC1 inh: -88

Results for Cc1cccc(CCNS(=O)(=O)c2ccc(S(=O)(=O)N3CCCCC3)cc2)c1 ?
LRH-1 inv ag: 7; MC4R antag cAMP: 9; LMP1 NFkB inh: -9; COUP-TFII inh: 13; NCOA2 inhibitor: -6; TLR9-MyD88 block: -9; NCOA3 inh: 11; ABHD5-PLIN5 inh: 1; MC4R barr agon: 4.5; NOD2 RIPK2 PPI: 0; SRC1 inh: -34

How did O=C(Nc1ccccc1N1CCCC1)C1=COCCO1 do in these assays?
LRH-1 inv ag: 5; MC4R antag cAMP: 5; LMP1 NFkB inh: 28; COUP-TFII inh: -8; NCOA2 inhibitor: 18; TLR9-MyD88 block: -6; NCOA3 inh: 11; ABHD5-PLIN5 inh: -6; MC4R barr agon: 0.3; NOD2 RIPK2 PPI: 8; SRC1 inh: -8

Results for O=Cc1c(F)cccc1N1CCCC1 ?
LRH-1 inv ag: -1; MC4R antag cAMP: 9; LMP1 NFkB inh: 2; COUP-TFII inh: -1; NCOA2 inhibitor: 1; TLR9-MyD88 block: 14; NCOA3 inh: 6; ABHD5-PLIN5 inh: -3; MC4R barr agon: -1.7; NOD2 RIPK2 PPI: 6; SRC1 inh: -13

This is a subset; count on the stated rates, not on these rows.
